Bioassay records: PubChem BioAssay, several laboratories
TRPML3 ag = human mucolipin-3 channel agonism; Q8TDD5; HEK293 TRPML3-YFP, Fluo-8 calcium fluorescence; 100% = the carbachol control signal; activation, % at 3 µM; hit rate 0.29% among 220,000;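 active = activation above its plate's cutoff, the mean activation of the plate's test wells plus 3 SD, cut at about 12% in these data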;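 note: 0% = DMSO only wells and 100% = carbachol wells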
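Test system: TRPML3-YFP stable HEK293 cells. Doses: single point at 3 µM. Incubation: dye loading 1 h 37 °C then 30 min ambient, 125 s read. Signal: Fluo-8 calcium dye fluorescence, ex 470-495, em 515-575 nm. Measure: percent activation from peak-to-basal fluorescence ratio, scaled between DMSO and carbachol.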
NCF1 inh = blocks human p47phox regulatory protein of NADPH oxidases. p47phox/p22phox peptide binding, fluorescence polarization, 2 h. P14598. AID 1274. inhibition, % at 24.7 µM. hit rate 0.53% among 220,000;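 active = inhibition above about 30%, limit read from the data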;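 note: 0% = p47phox with labelled peptide and 100% = labelled peptide alone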
Target sequence (P14598 whole entry, looked up): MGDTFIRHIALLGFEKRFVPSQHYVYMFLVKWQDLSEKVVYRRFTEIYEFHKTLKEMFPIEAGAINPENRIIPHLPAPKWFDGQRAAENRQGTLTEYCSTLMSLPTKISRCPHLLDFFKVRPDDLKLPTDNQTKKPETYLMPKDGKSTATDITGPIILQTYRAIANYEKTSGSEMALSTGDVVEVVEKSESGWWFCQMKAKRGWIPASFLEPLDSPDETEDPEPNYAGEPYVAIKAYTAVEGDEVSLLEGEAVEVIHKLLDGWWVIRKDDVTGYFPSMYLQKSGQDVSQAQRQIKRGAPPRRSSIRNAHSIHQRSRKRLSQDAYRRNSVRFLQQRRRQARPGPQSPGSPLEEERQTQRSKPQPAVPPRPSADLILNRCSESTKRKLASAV
MDM2 E3 inh = inhibitors of human Mdm2 E3 ubiquitin ligase; Q00987; cell-based MDM2 ubiquitination luciferase reporter, 2 h; 0 = plate control, 100 = twice control, blank-subtracted; signal enhancement, % at 5 µM; hit rate 0.11% among 210,000; AID 1230;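 active = signal enhancement of 30% or more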;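 note: luminescence tracks abundance of the self-degrading MDM2-luciferase fusion protein; higher signal means inhibition of MDM2 E3 ligase activity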
Target sequence (Q00987 whole entry, looked up, the tested form may be a part): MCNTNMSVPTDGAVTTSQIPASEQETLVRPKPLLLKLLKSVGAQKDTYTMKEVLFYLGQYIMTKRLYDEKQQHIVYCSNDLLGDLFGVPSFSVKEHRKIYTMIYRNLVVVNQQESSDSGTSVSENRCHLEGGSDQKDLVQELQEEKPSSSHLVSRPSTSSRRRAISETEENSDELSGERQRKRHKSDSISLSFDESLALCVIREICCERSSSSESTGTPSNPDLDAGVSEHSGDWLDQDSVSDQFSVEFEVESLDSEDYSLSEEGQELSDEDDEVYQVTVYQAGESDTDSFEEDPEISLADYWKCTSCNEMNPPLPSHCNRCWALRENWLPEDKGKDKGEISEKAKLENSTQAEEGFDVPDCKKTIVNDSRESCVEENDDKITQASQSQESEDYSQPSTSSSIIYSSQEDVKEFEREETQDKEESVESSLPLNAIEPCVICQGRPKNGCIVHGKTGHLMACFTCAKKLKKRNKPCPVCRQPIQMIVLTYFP
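test system = mammalian cells stably expressing self-ubiquitinating, self-degrading MDM2 E3–luciferase fusion | quantity = 2000 cells/well | incubation = cell settling 4 h, compound treatment 2 h, both 37 °C | signal = luminescence with SteadyLite reagent, 15 min at room temperature | evaluation = % enhancement relative to plate controls after blank subtraction | benchmarks = plate controls and plate blanks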
TNF necrop inh = TNF-alpha cell death inhibition in Jurkat FADD-/- cells; activation (protection from cell death), % at 10 µM; hit rate 0.068% among 220,000; Jurkat FADD-/- TNF necroptosis rescue, ATP luminescence, 24 h; 0 = TNF only, 100 = no-TNF cells; AID 463075;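 active = activation, meaning protection from cell death, of at least 50% relative to plate controls; inactive = activation below 50%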;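 note: necroptosis triggered by 40 ng/mL TNF-alpha added together with compound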
TRPN1 ag = agonists of zebrafish TRPN1 channel. HEK293 zebrafish TRPN1-YFP, Fluo-8 calcium fluorescence; 100% = response to 87 µM carbachol. activation, % at 3 µM. hit rate 0.18% among 220,000. AID 1424;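 active = activation above its plate's cutoff, the mean activation of test wells on that plate plus 3 SD, cut at about 19% in these data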;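 note: 0% = DMSO alone and 100% = 87 µM carbachol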
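Material: zebrafish TRPN1-YFP in HEK293 cells; Doses: single test compound dose, 3 µM nominal, 0.3% DMSO; Timing: dye loading 1 h at 37 °C, then 30 min room temperature; Technique: intracellular calcium fluorescence with Fluo-8; Benchmarks: high carbachol 87 µM, low DMSO alone.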
Runt-SMMHC FRET = Runt domain-CBFb-SMMHC interaction inhibition. Q01196+Q13951. Cerulean-Runt/Venus-CBFb-SMMHC FRET ratio 530/480, 1 h. inhibition, % at 20 µM. hit rate 0.74% among 220,000. AID 1434;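 active = mean inhibition across duplicate retests at 20 µM reaching about 50%, limit read from the data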;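 note: 0% = DMSO wells and 100% = wells with excess untagged CBFb-SMMHC; inhibitors lower the FRET ratio by blocking Runt binding to CBFb-SMMHC; some results filed as inactive read as strong as hits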
EBV gp42 block = EBV gp42 inhibition; Fluorescence polarization binding assay, mP read-out; inhibition, % (tested at 21.74 µM); hit rate 0.42% among 220,000; in the data active = inhibition above about 50%
Target sequence (Q1HVG2 whole entry, looked up): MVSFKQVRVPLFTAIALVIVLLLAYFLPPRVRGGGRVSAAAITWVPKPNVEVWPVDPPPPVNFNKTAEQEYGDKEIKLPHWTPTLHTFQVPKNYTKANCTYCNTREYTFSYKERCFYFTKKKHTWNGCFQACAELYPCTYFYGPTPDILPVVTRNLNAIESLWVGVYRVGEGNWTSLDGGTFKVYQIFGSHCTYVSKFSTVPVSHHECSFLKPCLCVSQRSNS
PPC-1+TRAIL kill = compounds killing PPC-1 cancer cells with TRAIL present (potentiator screen, no TRAIL-free arm). PPC-1 cells + TRAIL, ATPLite viability luminescence. cell killing (% activity), % at 4 µM. hit rate 0.41% among 220,000. AID 1443;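 active = cell killing above 50% in the first pass at 4 µM, then a duplicate retest at 5 µM averaging 50% or more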;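 note: plate controls were cells with TRAIL plus DMSO for no effect and medium-only wells lacking cells for full effect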
CHOP inh = CHOP inhibition in unfolded protein response; CHO-K1 CHOP-promoter luciferase, tunicamycin-induced, 15-18 h; inhibition, % at 10 µM; hit rate 3.8% among 220,000; AID 2732;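 active = compounds that reduced the stress-induced luciferase reporter signal by more than about 70% of percent inhibition, limit read from the data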;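 note: 0% = tunicamycin plus vehicle and 100% = wells without tunicamycin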
* marks the source's active call; other numbers are inactive results; / = not tested or not shown; [ ] = remark or other dose.

SMILES	TRPML3 ag	NCF1 inh	MDM2 E3 inh	TNF necrop inh	TRPN1 ag	Runt-SMMHC FRET	EBV gp42 block	PPC-1+TRAIL kill	CHOP inh
Cc1ccc(NS(=O)(=O)c2cc(C(=O)NCc3ccccn3)ccc2Cl)cc1C	-0.6	7	-4	-3.0	-1.8	1	-12	0	0
COC(=O)c1cc2c(cc1NC(=O)CSCCc1ccccn1)OCO2	0.4	-5	0	-0.2	-1.0	-3	14	-12	63
O=c1c2ccccc2n(Cc2ccc(Cl)cc2)c(=O)n1Cc1ccco1	-0.2	-9	-7	-0.3	-0.2	1	-8	8	48
COc1ccc(CC(=O)c2ccc(OC)c(OC)c2C)cc1OC	3.0	0	6	-1.7	8.9	1	-4	21	41
Cc1cccn2c(CN(C)CC3Cc4ccccc4O3)c(C(=O)N3CCCCC3)nc12 (centres undefined)	-0.5	/	-14	-0.4	0.2	-1	3	8	9
Nc1nc(-c2cccnc2)nn1C(=O)COc1ccccc1	0.5	-9	-1	-1.5	-0.3	1	-31	24	-6
COc1cc(S(=O)(=O)NC2CCCC2)c(OC)cc1Cl	-0.8	1	-12	0.0	-1.8	-2	-19	18	31
Cc1cc2cc(C(c3nnnn3C(C)(C)C)N(Cc3ccco3)CC3CCCO3)c(=O)[nH]c2cc1C (centres undefined)	-0.6	-14	-5	-6.6	-0.5	-10	-13	9	42
COc1ccc(OC)c(NC(=S)NN2CCN(C)CC2)c1	0.2	-13	-11	-2.0	1.3	-6	7	19	-3
Cc1cccc(C)c1C(OCCN(C)C)C1CCCCC1 (centres undefined)	1.2	-3	-1	3.3	0.1	2	7	20	42
CCOC(=O)C(=CNc1ccccc1N1CCOCC1)C(=O)OCC	-1.3	-7	-3	-1.0	-1.7	-1	-10	2	4
COc1ccc(-c2nc3ccc(C(=O)NCC(OC)OC)cc3nc2-c2ccc(OC)cc2)cc1	0.4	-3	-5	0.8	-0.7	3	0	10	-17
Cc1nc2cc(NC(=O)Nc3nccs3)ccc2n1C	0.0	-6	-18	5.2	0.4	-4	-20	54*[5 µM]	0
Cc1cc2c(c(=O)n1C)C(C(C)C)C(C#N)=C(N)O2 (centres undefined)	0.4	-17	-27	-2.8	1.7	3	-12	-3	-14
C=C(C)CSc1nnc2n(N)c(=O)c3ccccc3n12	-0.3	-2	-10	0.1	-0.9	1	-18	12	22
O=C(NCCc1c[nH]c2ccc(Cl)cc12)c1cccnc1	0.5	-8	5	-1.0	2.2	0	-22	-6	24
CCOc1ccc(N(CC(=O)NCCc2ccc(Cl)cc2)S(=O)(=O)c2c(C)[nH]c(=O)[nH]c2=O)cc1	-0.4	-7	-12	1.1	-0.5	0	-16	-1	-9
COc1cc(C)ccc1S(=O)(=O)N1CCCCCC1	94*	-1	-94	-1.1	1.0	-2	17	4	1
CN(C)CCN1CCc2ccccc21	1.2	-11	-16	-12	0.9	-1	-5	38	0
COc1ccc(NC(=O)Cn2cccc2)cc1Cl	0.7	-1	/	1.7	-1.5	-1	-7	-1	-18
Cc1ccccc1-n1c(C)cc(/C=C2\NC(=O)NC2=O)c1C	-0.3	-5	-12	-1.4	-1.1	3	-15	15	5
Cc1ccc2c(c1)C(c1ccc([N+](=O)[O-])cc1)=NNC(c1ccc(Br)cc1)=N2	0.6	13	-12	1.7	1.1	0	-13	2	94*
CCN(c1ccccc1)S(=O)(=O)c1cccc(C(=O)O)c1	0.1	-6	-7	-0.3	0.9	-4	-6	6	-1
COc1cccc(Nc2nnc(SCc3nc4ccccc4s3)s2)c1	-0.3	-109	-2	2.2	0.4	1	-22	14	-32
O=C(Cc1nn[nH]n1)Nc1ccc(F)cc1F	-0.1	-3	-6	0.6	2.6	0	-6	11	-9
O=C(O/N=C\c1ccc(N2CCCCC2)c([N+](=O)[O-])c1)c1cccc(Cl)c1	-0.2	-5	-1	-3.0	0.0	2	-2	24	38
CCCCSc1nnc([C@@H](NC(=O)OC(C)(C)C)C(C)C)o1	-0.6	-11	-3	-0.8	0.2	3	-12	9	48
N#CCC(=O)NCCCc1ccccc1	0.4	2	-20	0.7	2.5	1	-8	16	-9
C=CCSc1nc2c(c(=O)[nH]1)C(C(C)C)C(C#N)=C(N)O2 (centres undefined)	1.0	-27	-9	1.3	0.5	-1	-9	45	4
CCC(c1nnnn1Cc1ccc2c(c1)OCO2)N1CCN(c2ccc(F)cc2)CC1 (centres undefined)	0.2	-3	-9	-2.8	-0.9	2	-5	14	33
O=C1CCC(C(=O)OCC(=O)c2ccccc2)N1 (centres undefined)	0.6	1	-10	-0.3	0.0	3	3	-22	-12
O=C(O)CCCC(=O)NCc1c(Cl)cccc1Sc1ccc(Cl)cc1	0.2	34*	-30	1.7	0.2	-5	-9	2	0
CN(c1ccccc1)S(=O)(=O)c1ccc(C(=O)Nc2nnc(-c3ccc(F)cc3)o2)cc1	-0.2	-4	-11	-6.7	1.1	2	-9	-9	44
CC(=O)c1c(C)[nH]c(C(=O)OCC(=O)c2c(N)n(C)c(=O)n(C)c2=O)c1C	1.0	-16	-12	0.0	0.4	0	-6	7	-18
CNc1nc(SC)nc(N(C)C#N)n1	1.0	-5	-5	-0.7	1.7	-1	-16	14	19
CCOc1cc(C)c(S(=O)(=O)Nc2ccc(F)cc2)cc1C	-0.4	4	-8	-1.5	-1.3	0	16	-37	81*
CC(C)=CCSc1nnc(CCNC(=O)OC(C)(C)C)o1	1.1	-7	-9	-1.1	-1.1	-6	-7	7	3
CC1CCN(CCC(=O)Nc2ccc3c(c2)OCCO3)CC1	0.9	-15	-7	0.3	-0.1	0	13	-12	-3
O=C(CSc1nnc(-c2ccco2)o1)c1ccc([N+](=O)[O-])cc1	-0.8	-12	3	-0.2	-0.8	-3	-29	21	0
CCOC(=O)c1c(C)[nH]c(C(=O)OCC(=O)Nc2ccc(OCC)cc2)c1C	0.5	-5	-15	2.3	-0.6	5	-29	4	20
C1CCC2(CC1)OCC1(CO2)COC2(CCCCC2)OC1	0.8	0	-7	-0.4	-0.9	-2	-17	-15	-11
N#Cc1c(Cn2cncn2)nc(=O)n(-c2ccc(Cl)cc2)c1N	0.5	10	-2	0.5	0.3	2	-19	-18	1
O=C(Nc1nc2cc3c(cc2s1)OCO3)C1CC1	0.9	-7	-7	2.6	1.1	-2	-10	0	24
Cc1[nH]c(=O)c(C#N)c(C)c1[N+](=O)[O-]	1.4	-8	-12	1.7	0.4	1	-7	1	7
O=C(O)c1ccc(/C=C(\c2nc3ccccc3[nH]2)c2nc3ccccc3s2)cc1	0.8	-12	/	2.5	-0.2	-1	-8	26	-28
S=C(NCc1ccccc1Cl)Nc1ccccc1Cl	-0.6	0	-20	-7.4	-1.2	4	-5	4	17
Cc1cnc(NC(=O)/C=C/c2ccc(Br)o2)s1	0.4	-10	-11	4.2	2.1	-12	-9	4	-9
CCCOC(=O)CSc1nc(N)c(C#N)c(-c2ccco2)c1C#N	-0.2	-19	7	-0.3	-0.9	/	-6	/	19
Nc1ncnc2c1nc(SCCO)n2Cc1ccccc1	1.2	-10	-1	-0.7	2.4	-2	-5	20	10
O=C(Nc1ccc2c(c1)C(=O)N(CC1CCCO1)C2=O)c1ccccc1Br (centres undefined)	0.9	-9	2	0.5	3.0	5	-1	12	0

Ordered by value in TRPML3 ag (rising): 3 of the compounds above.
Molecule	TRPML3 ag	NCF1 inh	MDM2 E3 inh	Runt-SMMHC FRET	EBV gp42 block	CHOP inh
S=C(NCc1ccccc1Cl)Nc1ccccc1Cl	-0.6	0	-20	4	-5	17
C1CCC2(CC1)OCC1(CO2)COC2(CCCCC2)OC1	0.8	0	-7	-2	-17	-11
O=C(Nc1ccc2c(c1)C(=O)N(CC1CCCO1)C2=O)c1ccccc1Br (centres undefined)	0.9	-9	2	5	-1	0

Next entries follow:
SMILES	TRPML3 ag	NCF1 inh	MDM2 E3 inh	TNF necrop inh	TRPN1 ag	Runt-SMMHC FRET	EBV gp42 block	PPC-1+TRAIL kill	CHOP inh
Nc1nc(SCC(=O)Nc2cccc(Oc3ccccc3)c2)n[nH]1	0.2	-7	3	-0.7	0.8	5	-21	32	-2
CN(C)S(=O)(=O)N(CC(=O)NCCSCc1ccccc1)c1ccccc1	-0.2	-2	-17	0.9	-0.6	-2	12	16	24
CN(Cc1nc(Cc2cccc(C(F)(F)F)c2)no1)C1CC(C)(C)NC(C)(C)C1	0.9	0	-4	1.9	0.3	-2	0	-1	1
COc1ccc(C(=O)NC(=S)Nc2ccccc2N2CCOCC2)cc1Br	-0.2	-10	5	2.1	0.0	7	11	13	-34
CCNc1nc(NCC)nc(OCCNS(=O)(=O)c2ccccc2)n1	0.7	-1	-10	1.9	0.0	0	-10	7	8
COc1ccc(CNC(=O)CCCCCn2c(SCC#N)nc3cc4c(cc3c2=O)OCO4)cc1	0.3	7	2	4.0	-1.1	-7	-10	-6	-3
CCCn1ncc(CN2CCN(CCc3ccccc3)C(CCO)C2)c1C (centres undefined)	0.6	1	0	-0.4	0.4	0	-8	27	10
O=C1OC(Cc2ccncc2)C(O)=C1C1=NCCCN1 (centres undefined)	0.5	-8	-9	0.9	2.5	-39	3	18	0
CC(=O)c1cc(-c2ccccc2)n(CC(=O)NC(C)(C)C)c1C	-0.2	4	-11	0.1	-0.9	-4	-2	-3	-2
O=C(COC(=O)c1cc(Br)ccc1O)Nc1cc(S(=O)(=O)N2CCCC2)ccc1Cl	-0.5	-32	-5	-2.5	-1.1	-3	-10	12	3
COC(=O)CCCSc1nccn1-c1ccccc1	0.8	1	6	-0.7	0.1	-2	-5	12	-6
COc1ccc(CCNC(=O)COc2ccc(S(=O)(=O)N3CCCC3)cc2)cc1	0.9	-6	-3	0.5	0.7	1	-8	12	49
CCOC(=O)N1CCN(C(=O)c2ccc(C)c(S(=O)(=O)Nc3ccccc3)c2)CC1	0.0	-2	5	-2.0	-0.1	-6	-4	26	-18
CC(C)(C)NC(=O)CN(C(=O)CNS(=O)(=O)c1ccccc1)c1ccc2c(c1)OCCO2	-0.2	-11	-33	-0.3	-0.7	0	-15	-1	0
Cn1cccc1C(=O)OCC(=O)Nc1cccc(S(=O)(=O)N2CCOCC2)c1	1.0	-2	4	1.8	0.2	2	0	6	0
COc1cc(C(=O)NCc2nnc(SCC(=O)N3CCc4ccccc43)o2)cc(OC)c1OC	0.0	-2	-11	-2.2	-1.1	7	4	10	4
COc1ccc(/C=N/NC(=S)SC)cc1OC	0.6	-24	-8	-1.1	-0.2	2	-14	14	24
CC(=O)NC(CCS(C)(=O)=O)C(=O)Nc1c(C)cccc1C (centres undefined)	0.8	5	-30	-0.2	2.7	-3	-2	17	15
Nc1ccc(C(=O)c2cccs2)cc1	0.4	-5	0	0.0	0.2	3	-11	38	2
